Assay outcomes (PubChem)
KCNH2 WT inh: blocks the wildtype human KCNH2 potassium channel. Q12809. U2OS, BacMam KCNH2, thallium flux FluxOr; stronger effect = lower value. activity change, % at 1.84 µM. actives 0.37% (n = 340,000). AID 720551;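 active = maximum activity change below -70%; inconclusive = maximum activity change between -70% and -50%; inactive = maximum activity change above -50%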; also: % is scaled to controls: 0 for no effect and ±100 for the full control effect
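U2OS cells transduced with wild-type KCNH2 virus are loaded with FluxOr dye for 45 min, and thallium flux is measured in kinetic reads before and after stimulation buffer. Rate constants are normalized to DMSO controls.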
Mito fusion act: mitochondrial division inhibition or fusion activation. S. cerevisiae fusion-defective mutant growth rescue, CellTiterGlo 48 h. Potency, µM (top dose mostly 46.1 µM), inactives show at the highest dose growth rescue (activation), usual class: activators. actives 0.23% (n = 320,000);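 also: potency is read from the fitted curve at half-maximal effect; % of control where 0% means no effect; nearly all actives have a fitted effect of over 45% in size; temperature-sensitive fusion mutants such as fzo1-1 at 37 °C on non-fermentable ethanol glycerol medium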
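Temperature-sensitive fusion-defective S. cerevisiae (e.g. fzo1-1, mgm1-5) were grown with compound in YPEG medium (3% ethanol, 3% glycerol) for 48 hours at 37C. Growth rescue was measured as viability by CellTiterGlo luminescence after 10 minutes at ambient.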
PKM2 act: PKM2 (human) enzyme activation. actives 0.34% (n = 260,000). AID 1631. purified PKM2, Kinase-Glo ATP luminescence, activation; response scale: 0% is enzyme alone, no compound. P14618. Potency, µM (highest dose often 57.5 µM), for inactives: at the top dose activation, hits mostly activators; also: potency is read from the fitted curve at half-maximal effect; % is scaled to controls: 0 for no effect and ±100 for the full control effect; nearly all actives have a fitted effect of over 55% in size
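hPK-M2, >95% pure; 0.1 mM ADP / 0.5 mM PEP final; imidazole pH7.2 buffer w/ 7 mM MgCl2, 50 mM KCl; 1 h RT; Kinase-Glo lum. Intermediate enzyme activity for dual inhibitor/activator qHTS.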
GALK inh: inhibitors of human galactokinase | P51570 | Purified GALK, Kinase-Glo residual ATP luminescence | Potency, µM (doses to about 57.5 µM), without a hit: at the top dose activity change, negative = inhibition, usual class: inhibitors | actives 0.007% (n = 270,000) | AID 1868; also: potency is read from the fitted curve at half-maximal effect; % is scaled to controls: 0 for no effect and ±100 for the full control effect
Target sequence (P51570 whole entry, looked up): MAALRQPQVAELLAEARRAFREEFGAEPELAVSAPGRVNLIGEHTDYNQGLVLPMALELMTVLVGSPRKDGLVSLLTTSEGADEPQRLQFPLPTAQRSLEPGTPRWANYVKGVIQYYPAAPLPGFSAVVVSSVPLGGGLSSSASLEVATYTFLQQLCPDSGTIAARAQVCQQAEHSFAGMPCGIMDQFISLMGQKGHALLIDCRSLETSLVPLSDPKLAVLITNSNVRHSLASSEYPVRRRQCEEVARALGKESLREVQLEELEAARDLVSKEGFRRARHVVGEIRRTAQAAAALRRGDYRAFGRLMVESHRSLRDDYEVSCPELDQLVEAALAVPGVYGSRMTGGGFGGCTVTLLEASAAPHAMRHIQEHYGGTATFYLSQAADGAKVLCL
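Human GALK (5 nM) with 35 uM ATP and 100 uM galactose in 20 mM HEPES pH 8.0, 5 mM MgCl2, 60 mM NaCl, 1 mM DTT, 0.01% BSA. After 1 h at room temperature, leftover ATP was read by Kinase-Glo Plus luminescence.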
MBNL1-CUG inh: MBNL1-poly(CUG) RNA binding inhibition | TR-FRET MBNL1-His/biotin-(CUG)12 binding, 665/545 ratio | Potency, µM (series often up to 57.5 µM), for inactives: top-dose activity change, negative = inhibition, hits mostly inhibitors | actives 0.036% (n = 280,000) | AID 2675; active = well fitted inhibition curve with a large enough effect in the signal ratio, with a control signal flat, not every such curve was filed as active; inconclusive = small, poorly fitted or top-dose-only effect, or effect the other way, or a change in a side signal; inactive = no such curve, though single readings can be large or run the other way; the % refers to the signal ratio; also: potency is read from the fitted curve at half-maximal effect; % is scaled to controls: 0 for no effect and ±100 for the full control effect
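MBNL1-His + Biotin-(CUG)12, cpd titration 92 nM–58 uM; Tb anti-His Ab 0.055 ng/ul, SA-XL665 5 nM (final); 60 min RT; ratiometric 665/545 nm, Ex 340 nm; normalized to buffer and full-complex controls.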
Eya2 inh: Eya2 (human) phosphatase inhibition; recombinant Eya2, OMFP fluorescence dephosphorylation (OMFP is methylfluorescein phosphate); Potency, µM (highest dose often 76.9 µM), for inactives: at the top dose activity, negative = inhibition, most hits filed as inhibitors; actives 0.006% (n = 330,000); also: potency is read from the fitted curve at half-maximal effect; % is scaled to controls: 0 for no effect and ±100 for the full control effect
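Eya2 protein (added as 0.2 uM solution) was preincubated with compound for 10 min at ambient temperature in 50 mM HEPES pH 7.5, 50 mM NaCl, 5 uM MgCl2, 0.05% BSA, 1 mM DTT. OMFP (added at 50 uM) then reacted 10 min; fluorescence read at 485/525 nm.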
USP2a block: inhibitors of human ubiquitin-specific protease USP2a; O75604; USP2 core, Ub-CHOP2 coupled fluorogenic reporter, 485/531; Potency, µM (top dose mostly 38.3 µM), for the others: at the highest dose activity change, negative = inhibition, usual class: inhibitors; actives 0.01% (n = 330,000);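 also: potency is read from the fitted curve at half-maximal effect; plate controls were DMSO wells for no effect and full inhibition by NEM control for full effect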
Target sequence (O75604 whole entry, looked up): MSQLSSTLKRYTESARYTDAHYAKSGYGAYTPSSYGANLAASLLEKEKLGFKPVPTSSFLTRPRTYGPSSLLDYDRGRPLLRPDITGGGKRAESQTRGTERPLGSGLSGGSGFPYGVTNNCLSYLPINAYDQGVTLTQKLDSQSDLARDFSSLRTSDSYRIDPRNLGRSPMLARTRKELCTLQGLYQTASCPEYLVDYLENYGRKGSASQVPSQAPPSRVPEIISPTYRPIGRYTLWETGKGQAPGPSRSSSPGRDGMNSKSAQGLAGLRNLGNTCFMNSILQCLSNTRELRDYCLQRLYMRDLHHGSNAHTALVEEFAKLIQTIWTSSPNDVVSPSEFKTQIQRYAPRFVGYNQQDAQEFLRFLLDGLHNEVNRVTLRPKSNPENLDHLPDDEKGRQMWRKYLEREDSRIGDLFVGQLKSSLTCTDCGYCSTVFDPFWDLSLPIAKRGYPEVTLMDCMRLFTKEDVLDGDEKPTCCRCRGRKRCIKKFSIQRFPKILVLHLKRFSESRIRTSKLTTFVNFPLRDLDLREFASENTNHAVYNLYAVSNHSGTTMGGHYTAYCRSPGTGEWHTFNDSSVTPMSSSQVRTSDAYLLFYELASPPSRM
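USP2 core (10nM final) preincubated 30min RT with compound in 20mM Tris-HCl pH 8.0, 2mM CaCl2, 2mM beta-mercaptoethanol, 0.05% CHAPS; 25nM Ub-CHOP2 plus 25nM reporter substrate added, fluorescence (Ex485/Em531) read after 60min.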
BCR signal inh: chronic active BCR signaling inhibition. ABC-DLBCL IkBa-CBG/CBR reporter, luminescence ratio, 4 h. Potency, µM (doses to about 46.1 µM), inactives show top-dose ratio change, negative = lower green/red ratio, most hits filed as inhibitors. actives 0.05% (n = 340,000). AID 493014; active = well fitted inhibition curve with a large enough effect in the signal ratio, with a control signal flat, not every such curve was filed as active; inconclusive = small, poorly fitted or top-dose-only effect, or effect the other way, or a change in a side signal; the % refers to the signal ratio;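 also: potency is read from the fitted curve at half-maximal effect; plate controls were basal doxycycline-induced cells for no effect and cells given 10 µM MG132 for full effect; MG132 reads +100%, hits lower the ratio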
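Doxycycline induced both beetle luciferases in TMD8 lymphoma cells; IKK-driven degradation limits the IkappaBalpha-fused green signal, while red luminescence normalises for cell number and nonspecific effects. Compounds tested up to 46 uM, 4 hrs.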
TSHR antagonist: antagonists of human thyroid stimulating hormone receptor. P16473. TSHR-expressing cells, TSH-stimulated cAMP HTRF, 2 h; stronger effect = lower value. activity change, negative = inhibition, % at 11.5 µM. actives 0.2% (n = 330,000);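 active = activity change below a set negative limit, meaning inhibition stronger than a set level, cut at about -70% in these data; inconclusive = activity change between two set negative limits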; also: % is scaled to controls: 0 for no effect and ±100 for the full control effect
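Competitive HTRF cAMP read-out (cryptate anti-cAMP antibody, cAMP-d2; 30 min, room temperature) in freshly harvested TSHR cells. Compounds added before TSH at EC80 (4nM final), followed by 2 hours' incubation at 37 deg C.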
Menin MLL FP TR: displaces Texas Red mutant MLL peptide from human menin; actives 0.23% (n = 270,000); O00255; Menin + Texas Red MLL mutant peptide, fluorescence polarization; Potency, µM (top dose mostly 61.6 µM), inactives show at the top dose FP activity change, negative = inhibition, actives largely listed as inhibitors; active = well fitted inhibition curve with a large enough effect in the polarisation, with a control signal flat, not every such curve was filed as active; inconclusive = small, poorly fitted or top-dose-only effect, or effect the other way, or a change in a side signal; inactive = no such curve, though single readings can be large or run the other way; the % refers to the polarisation; also: potency is read from the fitted curve at half-maximal effect; % of control where 0% means no effect; many of its hits are not listed in these tables
S-ASM inh: human S-ASM enzyme inhibition; placental ASM, HMU-PC fluorogenic substrate, 60 min; Potency, µM (highest dose often 57.5 µM), without a hit: at the highest dose activity change, negative = inhibition, most hits filed as inhibitors; actives 0.006% (n = 340,000); AID 504937; also: potency is read from the fitted curve at half-maximal effect
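qHTS format. ASM enzyme prepared from human placenta hydrolyses the fluorogenic substrate HMU-PC0 (9 uM final) over 60 min at 37 °C after a 10 min compound preincubation.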
Numbers without * were called inactive; i = inactive; ? = inconclusive; · = no result given; [ ] = remark or other dose. Unless noted, calls follow the shape of the dose curve; as a rule, active = well fitted curve in the direction sought with a large enough effect; inconclusive = small, poorly fitted or top-dose-only effect, or another doubt; inactive = no such curve, though single readings can be large; an effect the other way counts as inactive or inconclusive. A portion of the library; rates above refer to the full screens.

SMILES	KCNH2 WT inh	Mito fusion act	PKM2 act	GALK inh	MBNL1-CUG inh	Eya2 inh	USP2a block	BCR signal inh	TSHR antagonist	Menin MLL FP TR	S-ASM inh
CCOC(=O)C1=C(COC(=O)COc2ccccc2OCC)NC(=O)NC1C (configuration not stated)	-3	-5%	·	·	·	7%	-1%	-12%	1	·	3%
CC(=O)Nc1ccc(NC(=O)CNC(=O)c2cccc(C)c2)cc1	12	3%	1%	0%	-1%	1%	1%	0%	1	-17%	1%
COC(=O)c1cc(S(=O)(=O)N2CCN(C3CCCCC3)CC2)c[nH]1	25	-2%	0%	·	-1%	-3%	0%	-9%	0	5%	9%
COc1ccc(N2C(=O)N3[C@@H]4c5ccccc5OC[C@@H]4[C@@H](c4ccccc4)[C@@]3(C)C2=O)cc1	-6	·	·	·	·	-24%	-1%	2%	-12	·	-6%
C/C=C(\C)CN1CCN(c2ccccc2F)CC1	-12	1%	-2%	-2%	-6%	13%	-1%	1%	-2	-9%	-1%
CC(CC#CCN1CCOCC1)OCCC#N (configuration not stated)	17	-2%	2%	6%	1%	0%	3%	0%	1	5%	0%
CCOC(=O)COc1cc(N2C(=O)CSCC2=O)c(Cl)cc1Cl	6	-5%	?	-2%	-7%	-11%	1%	?	-7	19%	-4%
N=C1SCC(=O)N1c1ccc(Cl)cc1	1	3%	-1%	2%	-3%	-3%	0%	-7%	-4	21%	3%
CCC1(c2ccccc2)NC(=O)N(CC(=O)Nc2ccc(N3CCOCC3)cc2)C1=O (configuration not stated)	1	·	·	·	·	-13%	2%	-2%	11	·	2%
CCOc1ccc(NC(=O)CSc2ccc3nnc(-c4cccnc4)n3n2)cc1	2	5%	5%	-1%	7%	-15%	2%	1%	11	-9%	1%
COc1ccc(CCc2nnc(CCC(=O)N(C)Cc3ccnc4ccccc34)o2)cc1	i	1%	-5%	5%	-5%	0%	3%	-4%	-10	-1%	-2%
COc1ccc(CN2CCN(C(=O)C3CCC(CNS(=O)(=O)c4ccc(C)cc4)CC3)CC2)c(OC)c1OC (configuration not stated)	1	-2%	12%	5%	-6%	-4%	6%	-13%	2	?	4%
COc1ccc(N(CC(=O)Nc2cccc(C(C)=O)c2)S(=O)(=O)c2ccc(NC(C)=O)cc2)cc1	4	-1%	-5%[11.5 µM]	5%	1%	?	-2%	?	2	32%[activator]	-9%
Cc1nc2sc(C(c3ccco3)N3CCC(Cc4ccccc4)CC3)c(O)n2n1 (configuration not stated)	6	8%	20%	0%	19%	-22%	1%	?	-15	-12%	-2%
CCOc1ccccc1-n1c(SCC(=O)Nc2nccs2)nnc1-c1ccoc1C	3	2%	3%	-3%	-5%	-3%	4%	?	1	17%	0%
Cc1cc(C(=O)COC(=O)C2=NNC(=O)CC2)c(C)n1-c1ccccc1	-10	3%	-2%	0%	-1%	2%	-1%	4%	15	·	2%
S=c1[nH]c2ccccc2n1Cc1ccccc1	-23	-8%	-1%	4%	0%	-22%	0%	0%	13	7%	4%
CC(C)CNC(=S)NC1CC2CCC(C1)N2Cc1ccccc1 (configuration not stated)	19	-2%	-2%	0%	-7%	-7%	1%	3%	-1	?	-2%
CCOc1ccc(NC(=S)N2CCn3c(nc4ccccc43)C2)cc1	·	3%	-5%	-2%	-7%	7%	0%	-1%	10	-5%	·
COc1ccc(OCC#CCNC(C)(C)C)cc1	0	-3%	12%	-2%	1%	5%	1%	11%	12	-2%	3%
CCOC(=O)c1cc(C(=O)OCC)cc(-n2cc(O)c(C(=O)OCC)n2)c1	5	4%	-1%	0%	-5%	-5%	0%	-4%	-6	15%	-2%
CC(c1ccco1)N(C(=O)Nc1ccccc1)C1CCCCC1 (configuration not stated)	1	0%	5%	0%	0%	7%	8%	9%	20	0%	0%
CCc1nnc(NS(=O)(=O)c2ccc(NC(=O)COc3ccc(Cl)c(C)c3)cc2)s1	-4	-5%	6%	-8%	-4%	4%	-2%	-1%	-6	?	1%
CCC(=O)Nc1ccc(C(=O)NNC(=O)COc2cccc(C)c2)cc1	-19	6%	-16%	3%	-7%	5%	-3%	0%	9	-6%	0%
Cc1cc(NC(=O)CN2CCN(Cc3ccccc3)CC2)nc2c1c(=O)oc1ccccc12	·	4%	-12%	0%	-6%	-8%	0%	17%	-5	-11%	·
CN(C)c1ccc(C(C(=O)NCC2CCCO2)N(Cc2ccco2)C(=O)c2snc(C(N)=O)c2N)cc1 (configuration not stated)	8	5%	·	0%	22%	17%	1%	8%	-1	·	9%
CCc1ccc(C(=O)C(C)OC(=O)CNS(=O)(=O)c2ccc(C)cc2)cc1 (configuration not stated)	1	3%	·	·	·	-14%	2%	2%	-10	·	-3%
COc1cc(OC)c(OC)cc1CN1CCN(Cc2ccc(C(F)(F)F)cc2)CC1	11	-12%	1%	-10%	4%	-4%	3%	5%	36	-14%	-1%
COCCCNC(=O)c1ccccc1Oc1ccccc1	-8	5%	-1%	-1%	-1%	18%	-1%	-1%	-1	-17%	0%
COc1ccc(-c2cn3ccc(C)cc3n2)cc1	-3	-2%	-60%	·	-4%	-17%	0%	?	-3	·	1%
O=C(NC1(C(F)(F)F)N=C2SCCN2C1=O)c1ccco1 (configuration not stated)	8	0%	0%	2%	0%	-2%	0%	-3%	1	1%	3%
Cc1cccc(NC(=O)CCN2C(=O)c3ccccc3C2=O)n1	-14	2%	0%	0%	13%	-14%	4%	0%	0	-13%	-6%
COc1ccc(Cl)cc1NC(=O)CNC(c1ccccc1)c1ccccc1	-6	9%	-2%	0%	-4%	-1%	-5%	18%	-12	20%	-13%
Cn1ncc(Cl)c1C(=O)N1CCOCC1	-18	3%	-3%	3%	-3%	0%	1%	9%	1	-2%	1%
CC(=O)N1C(=O)/C(=C2\SC(=S)N(NS(=O)(=O)c3ccc(C)cc3)C2=O)c2ccccc21	4	2%	-1%	2%	-5%	-4%	1%	-1%	-2	?	0%
COCCOc1cc(NC(=O)c2cccc(OC)c2)c(Cl)cc1Cl	-4	11%	1%	6%	-7%	-8%	-5%	-1%	-12	6%	-2%
CCOc1ccc(CN2CCCC(CNC(=O)c3ccc(F)cc3)C2)cc1CO (configuration not stated)	·	-2%	1%	-1%	1%	1%	10%	0%	-5	-26%	4%
CCN(CCCNC(=O)C1CCN(S(=O)(=O)N2CCOCC2)CC1)c1cccc(C)c1	-13	2%	-1%	0%	-4%	-13%	0%	-5%	4	-2%	1%
FC(F)(F)c1cc(-c2ccco2)nc(NCc2cccs2)n1	-14	-1%	-1%	-3%	-4%	11%	1%	11%	-2	?	-3%
Cn1c(C(=O)NCc2cccnc2)cc2sccc21	38	0%	-11%	0%	-5%	11%	1%	?	3	6%	1%
CC1CN(C(=O)CCn2c(=O)oc3ccccc32)CC(C)O1 (configuration not stated)	1	2%	0%	-1%	-19%	-3%	2%	6%	-42	-16%	1%
COc1ccc2cc(C(=O)/C=C/c3cc(OC)c(OC)c(OC)c3)ccc2c1	-7	-15%	3%	0%	26%	0%	1%	?	-23	?	-2%
CCCCN(CCCNC(=O)C1CCN(S(=O)(=O)N2CCOCC2)CC1)c1ccccc1	2	-4%	-12%	-1%	3%	-20%	-2%	?	6	-2%	0%
COc1cc(-c2ccccc2)nc(N)n1	-1	0%	-3%	2%	-7%	8%	1%	?	-3	-2%	3%
CCOc1ccc2nc(NC(=O)CN3CCOCC3)sc2c1	0	-2%	2%	-1%	-1%	0%	2%	?	8	15%	-3%
